STAT1 act = increases IFN-gamma driven STAT1 reporter signal; NIH 3T3 STAT1-luciferase reporter, luminescence; 100% = IFN-gamma alone, no compound; activation (% of control), % at 5.5 µM; hit rate 2.6% among 200,000;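 active = activation above the screen-wide mean activation plus 3 SD, cut at about 130% in these data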;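 note: raw ratio to IFN-gamma control signal so 100% means no change and 0% no light; values of inactives mirror those of a sister screen read the other way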
NF-kB neuron act = compounds increasing NF-kB expression in human neuronal cells; NF-kB reporter expression; stronger effect = higher value; fold change at 12.5 µM; hit rate 1.6% among 190,000; AID 1239; in the data active = fold change above about 3.3
APP 5'UTR act = activates APP 5'UTR luciferase reporter. SH-SY5Y APP 5'UTR luciferase reporter, luminescence; zero percent = DMSO vehicle wells. activation, % at 2 µM. hit rate 1% among 190,000. AID 1276;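 active = activation above a set limit, based on mean plus 3 SD of controls, cut at about 140% in these data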; note: values of inactives mirror those of a sister screen read the other way
STAT3 act = STAT3 signaling activation. U3A cells, IL-6 STAT3-luciferase reporter, luminescence; 100% = signal with IL-6 EC80 alone. activation (% of control), % at 5.6 µM. hit rate 0.91% among 190,000;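 active = activation above the screen-wide mean of compound activation plus 3 SD, cut at about 130% in these data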;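 note: 0% = background luminescence of wells with medium and substrate only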
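system = STAT3-luciferase reporter U3A cells | reagent = IL-6 stimulus at 33 ng/mL final | timing = 1 h compound pre-exposure, 6 h IL-6 stimulation, 37 °C | measured by = luminescence | evaluation = % activation versus median of IL-6-stimulated wells | control set = IL-6-only wells as 100% reference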
STAT1 blocker = inhibitors of IFN-gamma induced STAT1 signaling | AID 920 | NIH 3T3 STAT1-luciferase reporter, luminescence | hit rate 0.35% among 200,000 | inhibition, % at 5.5 µM;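 active = inhibition above a set limit, the mean inhibition across all tested compounds plus 3 SD, cut at about 34% in these data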;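 note: 0% = IFN-gamma with DMSO and 100% = IFN-gamma with 300 µM nifuroxazide; values of inactives mirror those of a sister screen read the other way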
RAM inhibit = yeast RAM network inhibition. inhibition, % at 50 µM. AID 868. S. cerevisiae dse1pr::URA3 reporter, 5-FOA growth OD615, 2 d; analog-sensitive cbk1-as2 kinase mutant strain. hit rate 1.8% among 190,000;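 active = inhibition above a set limit, 3 SD over mean compound inhibition, cut at about 8.4% in these data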;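 note: 0% = DMSO-only wells with no growth and 100% = 10 µM 1-NA-PP1 full growth; inhibition rescues growth on 5-FOA so higher OD means more RAM inhibition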
Hsp70 act = transcriptional activators of Hsp70. HeLa Hsp70 promoter luciferase reporter, luminescence; scaled: vehicle 0, proteasome-inhibitor control 100%. activation, % at 10 µM. hit rate 0.04% among 200,000. AID 1203;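 active = activation above the mean across all tested compounds plus 3 SD, cutoff set per campaign, cut at about 5.5% in these data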;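 note: 100% = MG132 at 30 µM as the positive control and 0% = DMSO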
STAT3 inh = STAT3 signaling inhibition. U3A cells, IL-6 STAT3-luciferase reporter, luminescence; host cell line lacks STAT1. inhibition, % at 5.5 µM. hit rate 0.89% among 190,000. AID 862;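 active = inhibition above the mean inhibition across all screened compounds plus 3 SD, cut at about 44% in these data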;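 note: 0% = DMSO only wells and 100% = 100 µM nifuroxazide control wells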
FLuc inhib CS = Photinus pyralis luciferase inhibition counter-screen. P08659. ATPLite firefly luciferase biochemical luminescence, 10 min. inhibition, % at 10 µM. hit rate 1.5% among 200,000;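 active = inhibition above about 50% when tested at 10 µM, limit read from the data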
Target sequence (P08659 whole entry, looked up): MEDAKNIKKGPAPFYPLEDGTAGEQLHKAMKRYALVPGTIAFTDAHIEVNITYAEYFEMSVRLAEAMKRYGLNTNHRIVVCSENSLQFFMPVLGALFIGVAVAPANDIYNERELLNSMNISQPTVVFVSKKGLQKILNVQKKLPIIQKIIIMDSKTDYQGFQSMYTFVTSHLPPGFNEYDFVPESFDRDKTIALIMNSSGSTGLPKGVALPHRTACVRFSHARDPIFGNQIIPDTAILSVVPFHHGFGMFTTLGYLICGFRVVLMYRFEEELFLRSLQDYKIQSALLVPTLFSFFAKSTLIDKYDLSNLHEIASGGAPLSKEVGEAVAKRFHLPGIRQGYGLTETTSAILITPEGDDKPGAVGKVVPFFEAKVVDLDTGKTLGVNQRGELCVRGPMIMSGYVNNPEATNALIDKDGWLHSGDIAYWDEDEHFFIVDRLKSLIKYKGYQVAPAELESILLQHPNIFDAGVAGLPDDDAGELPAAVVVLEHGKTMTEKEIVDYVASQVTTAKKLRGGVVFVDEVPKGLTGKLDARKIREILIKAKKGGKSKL
APP 5UTR inh = APP translation inhibition; hit rate 0.82% among 190,000; SH-SY5Y APP 5'UTR-luciferase reporter, luminescence; AID 1285; inhibition, % at 2 µM;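 active = inhibition above a set limit, derived from the sample mean plus 3 SD, cut at about 45% in these data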; note: values of inactives mirror those of a sister screen read the other way
Numbers without * were called inactive; . = no result given.

Preview, 2 compounds:
Compound | APP 5'UTR act | Hsp70 act | STAT3 inh | STAT1 blocker | RAM inhibit | APP 5UTR inh | STAT1 act | NF-kB neuron act | FLuc inhib CS | STAT3 act
COc1ccc(CNC(=O)c2onc(C)c2Cl)cc1 | -10 | -0.1 | -3 | 4 | 2.8 | 10 | 97 | 0.98 | -1 | 102
CCOc1cc(/C=N/NC(=O)c2cccnc2)ccc1OCc1ccc(C(=O)OC)o1 | -12 | -0.1 | 1 | 9 | 4.9 | 12 | 91 | 0.83 | 5 | 103

Results, repeating the preview:
Compound | APP 5'UTR act | Hsp70 act | STAT3 inh | STAT1 blocker | RAM inhibit | APP 5UTR inh | STAT1 act | NF-kB neuron act | FLuc inhib CS | STAT3 act
COc1ccc(CNC(=O)c2onc(C)c2Cl)cc1 | -10 | -0.1 | -3 | 4 | 2.8 | 10 | 97 | 0.98 | -1 | 102
CCOc1cc(/C=N/NC(=O)c2cccnc2)ccc1OCc1ccc(C(=O)OC)o1 | -12 | -0.1 | 1 | 9 | 4.9 | 12 | 91 | 0.83 | 5 | 103
O=[N+]([O-])c1ccccc1S(=O)(=O)N1CCc2ccccc2C1 | -3 | -0.2 | 8 | -7 | 1.9 | 3 | 107 | 1.1 | -6 | 100
COC(=O)c1ccc(Oc2nc(C(N)=O)cc(-c3ccccc3)n2)cc1 | 5 | 0.0 | 13 | -3 | 2.5 | -4 | 102 | 0.95 | -2 | 93
O=C(Oc1cccc2cccnc12)c1cccc([N+](=O)[O-])c1 | -2 | 0.4 | 6 | -2 | 1.4 | 2 | 101 | 0.99 | -8 | 101
CCNS(=O)(=O)c1ccc(NC(=O)c2cc(C(F)(F)F)nn2C)cc1 | -2 | 0.6 | 11 | 2 | 3.1 | 2 | 98 | 1 | 2 | 95
Cc1ccc(C)c(S(=O)(=O)NCC(=O)Nc2sc3c(c2C(N)=O)CCC(C)C3)c1 (configuration not stated) | 5 | 0.2 | 8 | -4 | 0.8 | -5 | 104 | 1.1 | -2 | 100
CCOC(=O)C1CCCN(c2nc3ccccc3nc2C(C#N)C(=O)NCc2ccccc2)C1 (configuration not stated) | 18 | 0.1 | 6 | -2 | 5.0 | -18 | 102 | 0.81 | -5 | 97
CSCc1cc(N(C)C)nc(SCc2ccc(Cl)cc2Cl)n1 | 7 | -0.3 | -1 | 6 | -0.1 | -7 | 94 | 0.74 | -3 | 106
COc1ccc(C2CC(c3cccs3)=NN2c2nc(C)c(C(C)=O)s2)cc1OC (configuration not stated) | 21 | 0.3 | 23 | 35* | 9.6* | -20 | 67 | 1.2 | -4 | 84
Cc1cccc(-c2ccc(C=Nc3c(C)n(C)n(-c4ccccc4)c3=O)o2)c1 | 7 | -0.4 | -1 | -8 | 0.4 | -7 | 107 | 0.82 | 7 | 107
O=C(CN(Cc1ccccc1Cl)C(=O)c1ccc(CN2CCOCC2)o1)NCC1CCCO1 (configuration not stated) | 6 | -0.6 | 1 | -4 | 0.1 | -6 | 104 | 1 | -7 | 102
O=S(=O)(c1ccc(Br)s1)N1CCc2ccccc2C1 | -18 | -0.3 | 2 | 6 | 0.6 | 18 | 95 | 1.1 | -2 | 102
Cc1cc(CSc2ccccc2)ccc1NC(=O)c1ccc(CN2CCOCC2)cc1 | 3 | -0.2 | 73* | 9 | 0.8 | -3 | 92 | 0.99 | 1 | 40
Cc1ccccc1Nc1nc(-c2sc(NC(=O)c3cccc(Cl)c3)nc2C)cs1 | 64 | 0.5 | -2 | -15 | 5.2 | -64 | 113 | 1.6 | 1 | 102
CC1CN(C(=O)c2scc3c2OCCO3)CC(C)O1 (configuration not stated) | -18 | -0.5 | 3 | 2 | 1.4 | 18 | 98 | 1.1 | 2 | 100
O=C1/C(=C/c2cccs2)COc2ccccc21 | 70 | -0.1 | -21 | 6 | 1.5 | -70 | 94 | 3 | 71* | 113
COC(=O)CN1C(=O)C(C)=C(c2ccc(C)cc2)S1(=O)=O | -8 | -0.2 | 5 | 0 | 2.9 | 8 | 102 | 0.96 | 3 | 99
CC(C)OCCCNC(=S)N1CCC(C(=O)c2ccc3c(c2)OCCO3)CC1 | 25 | -0.1 | 5 | 0 | 0.0 | -25 | 99 | 1.1 | -6 | 102
CN1CCN(Cc2cccc(Oc3ccccc3)c2)CC1 | 10 | -0.3 | 10 | -3 | -0.4 | -10 | 103 | 0.97 | -1 | 96
O=C(NC(Nc1nc2ccc([N+](=O)[O-])cc2s1)(C(F)(F)F)C(F)(F)F)c1ccccc1Cl | -66 | -0.5 | 92* | 47* | 1.1 | 66* | 57 | 0.87 | -7 | 22
COc1cc(/C=C/c2nnc3c4ccccc4ncn23)cc(OC)c1OC | 2 | -0.3 | -6 | 12 | 2.2 | -2 | 89 | 0.33 | 0 | 103
CCOc1ccc(S(=O)(=O)Nc2cc(Cl)ccc2O)cc1 | -25 | 0.3 | 19 | -2 | 0.6 | 25 | 102 | 0.85 | -6 | 87
N#C/C(=C/c1ccc(OCc2ccc(C(=O)O)cc2)c(Br)c1)c1cccc(F)c1 | -36 | -0.2 | -21 | -6 | 2.4 | 36 | 104 | 1.1 | -2 | 119
O=C(Cc1ccccc1Cl)NCCCn1ccnc1 | -7 | 0.0 | -6 | 1 | -1.3 | 7 | 99 | 1 | -10 | 105
NC(=O)c1cc(NC(=O)c2cc(Br)c(Br)s2)cc(C(N)=O)c1 | 19 | -0.2 | 21 | 1 | -0.5 | -19 | 98 | 1.1 | -3 | 87
Cc1cccc2cc(CN(CC3CCCO3)C(=O)c3ccco3)c3nnnn3c12 (configuration not stated) | -4 | -0.3 | 5 | -1 | 4.3 | 4 | 102 | 1 | 0 | 98
CCCCNC(=O)CNC(=S)N(Cc1cc(OC)c(OC)c(OC)c1)C1CCCC1 | -1 | -0.2 | -7 | -11 | 0.7 | 1 | 109 | 0.97 | -5 | 104
CN(C(=O)c1cccc(C#N)c1)c1nnc(-c2ccccn2)s1 | -10 | -0.2 | 14 | -9 | 0.0 | 10 | 108 | 1.7 | -3 | 93
Cc1cc(C)c2[nH]c(=O)c(CN(Cc3cccs3)C(=S)NCC3CCCO3)cc2c1 (configuration not stated) | -6 | 0.1 | 3 | -11 | 5.3 | 6 | 110 | 0.46 | -6 | 101
COc1ccccc1C1(O)CC2CCC(C1)N2S(=O)(=O)c1ccc(C(C)=O)cc1 (configuration not stated) | -1 | -0.1 | 4 | 14 | 4.3 | 2 | 87 | 1 | -9 | 100
Cc1ccc(S(=O)(=O)N2CCCC(C(=O)O)C2)s1 (configuration not stated) | -6 | -0.2 | -6 | 4 | 0.7 | 6 | 96 | 1.1 | -8 | 109
CCCC12CN3CC(C)(CN(C1)C3c1ccc3c(c1)OCO3)C2=O (configuration not stated) | 18 | -0.4 | 1 | 0 | 0.3 | -18 | 96 | 1.4 | -5 | 100
Nc1nc(N2CCN(C(=O)c3ccco3)CC2)nc2ccc(Br)cc12 | 219* | 0.0 | 2 | -88 | 0.4 | -219 | 180* | 1.4 | 3 | 100
Cc1ccccc1-c1nc(CN2CCC(C(=O)NCCCN3CC(C)CC(C)C3)CC2)c(C)o1 (configuration not stated) | 12 | -0.4 | 6 | 3 | -0.7 | -12 | 97 | 0.78 | -6 | 103
CC(=O)Nn1c(COc2ccccc2C)nc2ccccc2c1=O | -19 | -0.1 | -6 | -7 | 1.1 | 19 | 107 | 1 | -6 | 109
Cc1cc(C)n(CC(O)COc2ccccc2)n1 (configuration not stated) | -11 | -0.3 | 23 | -3 | 0.9 | 11 | 102 | 1.3 | -7 | 83
CC(=O)Oc1ccccc1C1=NN(C(=O)/C=C/c2ccccc2)C(c2ccccc2)C1 (configuration not stated) | 11 | 0.0 | 19 | 3 | 2.5 | -11 | 98 | 0.5 | -6 | 83
CC12C(=O)N(NC(=O)c3ccncc3)C(=O)C1C1C=CC2C1 (configuration not stated) | 0 | -0.1 | 15 | 3 | 1.0 | 0 | 97 | 1.1 | 2 | 87
CC(C)(C)c1ccc(C(=O)Nc2cccc3c(=O)[nH][nH]c(=O)c23)cc1 | 91 | -0.5 | 67* | 7 | 1.3 | -91 | 94 | 1.8 | 70* | 43
O=C(N=Nc1c(O)[nH]c2ccccc12)c1ccc(CN2CCOCC2)cc1 | -28 | 0.3 | 13 | -9 | 0.6 | 28 | 108 | . | 22 | 94
O=C(Nc1ccc2nc(-c3cccnc3)[nH]c2c1)c1ccco1 | 15 | -0.3 | 8 | -1 | 2.7 | -15 | 102 | 0.89 | 37 | 93
CN1CCN(C(=O)CCN2C(=O)S/C(=C/c3ccc(Cl)cc3)C2=O)CC1 | -1 | -0.1 | 10 | -14 | 0.4 | 1 | 111 | 0.92 | 12 | 98
COc1ccccc1OCC(=O)NCCCn1ccnc1 | 13 | -0.1 | -6 | -4 | 2.2 | -13 | 102 | 1 | 0 | 106
O=C(NCCc1cccc(F)c1)/C(=C/c1cccnc1)NC(=O)c1ccccc1 | 18 | -0.4 | -10 | -11 | 0.3 | -18 | 111 | 1.2 | -5 | 107
OC(COc1ccc(OCc2ccccc2)cc1)CN1CCOCC1 (configuration not stated) | 6 | -0.1 | 8 | -1 | 1.2 | -6 | 101 | 1.2 | 0 | 97
Cc1cc(C)c(-c2c(O)c3c(n(C)c2=O)CC(C)(C)CC3=O)c(C)c1 | -2 | -0.3 | 6 | 12 | 0.9 | 2 | 90 | 1.5 | -5 | 98
Cn1cc(CCNC(=O)CCc2nnc(CCCCc3ccccc3)o2)cn1 | 11 | -0.3 | 1 | 7 | 0.5 | -10 | 93 | 1 | 0 | 104
C=CCNc1nnc(SCC(=O)N2CCCCC2)c2ccccc12 | 8 | -0.2 | 4 | -1 | 1.6 | -8 | 100 | 0.82 | -3 | 102
CC(c1ccccc1)N1C(=O)NC(NC(=O)C(C)(C)C)(C(F)(F)F)C1=O (configuration not stated) | 0 | -0.4 | -2 | 1 | 0.3 | 0 | 99 | 1 | -6 | 102
Cc1ccc(OCCCC(=O)Nc2ccc(Br)cc2)cc1 | -3 | -0.2 | 7 | 9 | 1.7 | 3 | 94 | 1.1 | -2 | 102
Cc1ccc(CSc2nnc(NC(=O)C3COc4ccccc4O3)s2)cc1 (configuration not stated) | -19 | -0.1 | 2 | 0 | 0.2 | 19 | 100 | 1.2 | -4 | 104
CCOC(=O)c1c(C)n(-c2ccc(C)cc2)c2ccc(OCC(O)CNCCCO)cc12 (configuration not stated) | 6 | -0.1 | 9 | -3 | 1.8 | -6 | 101 | 0.57 | -5 | 99
COc1ccc(N2CCN(C(=O)c3ccc(Br)cc3)CC2)c([N+](=O)[O-])c1 | -6 | 0.2 | -8 | -2 | 2.0 | 6 | 100 | 1.4 | -5 | 109
Cc1ccc(C(=O)OCC(=O)NC(=O)c2cccn2C)cc1 | 1 | -0.1 | 13 | -1 | 3.2 | -1 | 101 | 0.97 | 2 | 93
CS(=O)(=O)N1CCN(C(=O)c2ccncc2)CC1 | 12 | 0.3 | 3 | -5 | 1.0 | -12 | 105 | 1.3 | -4 | 103

Bioassay records from PubChem.
